DDE Tn7 FP inh – inhibitors of Tn7 peptide binding to fibrin DD(E), primary screen, biochemical, fluorescence polarization, human fibrin, Tn7 probe. FP displacement of FITC-Tn7 peptide from fibrin DD(E); 0% = median of compound wells per plate. inhibition, % at 8.3 µM. 0.13% of 370,000 active. AID 720508, 2013;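 active = inhibition above the mean of compounds falling within the control limits plus 3 SD of them, cut at about 14% in these data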;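 also: 0% = plate median of compound wells and 100% = 10 µM Aha-Tn7 peptide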
Target sequence (P02675 whole entry, looked up): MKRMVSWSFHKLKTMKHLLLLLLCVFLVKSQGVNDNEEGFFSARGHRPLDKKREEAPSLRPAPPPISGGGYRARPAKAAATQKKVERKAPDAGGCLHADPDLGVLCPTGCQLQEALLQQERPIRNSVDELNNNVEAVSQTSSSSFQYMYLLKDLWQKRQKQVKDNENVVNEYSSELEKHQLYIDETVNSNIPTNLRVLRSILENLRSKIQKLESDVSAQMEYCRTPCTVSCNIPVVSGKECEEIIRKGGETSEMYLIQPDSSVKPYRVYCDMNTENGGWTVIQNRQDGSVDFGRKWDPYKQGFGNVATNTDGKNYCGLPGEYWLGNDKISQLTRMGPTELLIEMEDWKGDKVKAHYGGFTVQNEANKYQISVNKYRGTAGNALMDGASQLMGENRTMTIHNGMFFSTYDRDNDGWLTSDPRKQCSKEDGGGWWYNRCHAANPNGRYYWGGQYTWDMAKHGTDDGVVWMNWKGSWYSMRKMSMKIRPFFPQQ
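Test system – human fibrin DD(E) · Times – 10 min preincubation, 3 h with tracer, room temperature · Detection – fluorescence polarization of the labelled Tn7 tracer · Measure – percent inhibition normalized to high-control wells · Benchmarks – high control wells with 10 µM unlabelled Aha-Tn7 peptide (full inhibition) · Repeats – singlicate testing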
UHRF1 binding – UHRF1 methylated DNA binding inhibitors, primary screen, counter-screen for MBD2 inhibitor project, biochemical, TR-FRET, human UHRF1, single concentration | E3 ubiquitin-protein ligase UHRF1 (Homo sapiens), Q96T88 | 0.75% of 370,000 active | UHRF1 binding to methylated oligo | inhibition, % at 4.4 µM; in the data active = inhibition above about 21%;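 also: UHRF1 SRA domain binding a hemimethylated CpG hairpin DNA probe; 0% = median of test compound wells and 100% = reference inhibitor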
PRMT1 inh – PRMT1 methyltransferase inhibitors, primary screen, biochemical, fluorescence polarization | recombinant PRMT1, activity-based probe fluorescence polarization | inhibition, % at 2.79 µM | 1.3% of 370,000 active | AID 652257, 2013;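 active = inhibition above about 21% made by adding two undisclosed values, limit read from the data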
Target sequence (Q99873 whole entry, looked up): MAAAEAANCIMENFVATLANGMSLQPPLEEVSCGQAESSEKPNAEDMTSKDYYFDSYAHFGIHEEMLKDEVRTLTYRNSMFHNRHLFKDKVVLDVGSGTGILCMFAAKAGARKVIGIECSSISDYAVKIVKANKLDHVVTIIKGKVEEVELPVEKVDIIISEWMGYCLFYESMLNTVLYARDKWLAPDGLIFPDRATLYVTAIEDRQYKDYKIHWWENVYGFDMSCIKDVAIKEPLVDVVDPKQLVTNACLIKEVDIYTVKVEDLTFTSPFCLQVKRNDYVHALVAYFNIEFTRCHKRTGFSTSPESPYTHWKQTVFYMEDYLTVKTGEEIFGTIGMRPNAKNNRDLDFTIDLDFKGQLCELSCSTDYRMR
HTRA1 inhibitor – HTRA1 serine protease inhibitors, primary screen, biochemical, fluorescence polarization, HTS. recombinant HTRA1, FP-rhodamine activity-based probe. inhibition, % at 5.96 µM. 0.5% of 340,000 active. AID 504803, 2011; in the data active = inhibition above about 36%;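 also: 0% = enzyme with DMSO and 100% = wells lacking enzyme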
TCR CD3 inh – inhibitors of human TCR-CD3 interaction, primary screen, biochemical, fluorescence, TAMRA-labeled TCR probe | T-cell receptor (TCR) | inhibition, % at 9.4 µM | 0.37% of 360,000 active; in the data active = inhibition above about 19%;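 also: recombinant mutant TCR 2C K166C tagged with TAMRA read by polarization; 0% = receptor in buffer alone and 100% = receptor with positive control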
mABHD4 FP – ABHD4 inhibitors, primary screen, biochemical, fluorescence polarization, mouse; (Lyso)-N-acylphosphatidylethanolamine lipase (Mus musculus), Q8VD66; purified mABHD4, FP-Rh probe fluorescence polarization; inhibition, % at 8.92 µM; 0.54% of 370,000 active; AID 720543, 2013;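 active = inhibition exceeding the mean over every tested compound plus 3 SD, cut at about 30% in these data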;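 also: 0% = plate median of compound wells and 100% = S159A mutant with DMSO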
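Test system: mouse ABHD4 enzyme, wild type. Reagent: FP-Rh fluorescent activity-based probe, added after compound pre-incubation. Timing: pre-incubation 45 min, probe exposure 60 min, at 25 °C. Technique: FP readout, ex 525 nm / em 598 nm. Benchmarks: high control S159A mutant with DMSO, low control median of compound wells.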
SIAE primary – human SIAE inhibitors, primary screen, biochemical, fluorescence polarization, FP-Rh probe, 1536-well HTS; inhibition, % at 9.66 µM; Sialate O-acetylesterase (Homo sapiens), Q9HAT2; SIAE FP-Rh probe binding; 0.69% of 370,000 active;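 active = inhibition above a cutoff: mean of compounds within the control limits plus 3 SD of those, cut at about 17% in these data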;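 also: 0% = plate median of compound wells and 100% = probe without SIAE protein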
LEDGF integ inh – blockers of LEDGF/p75-dependent integrase strand transfer – biochemical, TR-FRET, high throughput, primary screen; HIV-1 integrase (with human LEDGF/p75); TR-FRET IN-LEDGF/p75 DNA integration, Eu/Cy5; inhibition, % at 3.7 µM; 0.64% of 370,000 active; AID 743269, 2014;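 active = inhibition above the screen-wide mean plus 3 SD, cut at about 13% in these data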;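 also: signal is the Cy5 over europium emission ratio at 671 and 618 nm; 0% = plate median of compound wells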
PG9 binder – binders of HIV-1 gp120 antibody PG9, primary screen, biochemical, TR-FRET | HIV-1 gp120 / PG9 antibody interaction | TR-FRET gp120-PG9 antibody binding | inhibition, % at 6.7 µM | 0.43% of 360,000 active; in the data active = inhibition above about 8.5%
TDP2 inh – human TDP2 enzyme inhibitors, primary screen, biochemical, epi absorbance, recombinant enzyme; 0.34% of 370,000 active; Tyrosyl-DNA phosphodiesterase 2 (Homo sapiens), O95551; AID 720702, 2013; T5PNP hydrolysis, p-nitrophenol absorbance 415 nm; inhibition, % at 12.8 µM;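 active = inhibition above the mean of all tested compounds plus 3 SD, set per campaign, cut at about 25% in these data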;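 also: 0% = DMSO with enzyme and 100% = buffer with substrate but no TDP2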
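System – recombinant human TDP2 · Quantity – TDP2 enzyme at 120 nM final · Doses – single concentration, 12.8 µM nominal, with 1% DMSO · Incubation – 2 h at 37 °C · Measured by – epi absorbance of p-nitrophenol freed from T5PNP by hydrolysis · Read-out – % inhibition relative to enzyme-containing and enzyme-free wells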
* = called active by the depositor; · = not tested or not shown.

Values run as follows: DDE Tn7 FP inh, UHRF1 binding, PRMT1 inh, HTRA1 inhibitor, TCR CD3 inh, mABHD4 FP, SIAE primary, LEDGF integ inh, PG9 binder, TDP2 inh
#1 COc1ccc(/C=N/Nc2cc(N3CCOCC3)nc(C)n2)c(OC)c1
  -0.1, 1.1, -2.5, 6.0, -4.2, 1.9, 1.2, 0.7, -5.3, -12.2
#2 O=C(Oc1cccc(C(=S)N2CCCCC2)c1)c1ccccc1
  11.3, -2.0, -3.2, -10.8, 8.1, 1.2, 7.1, 1.8, 0.8, 1.8
#3 Cc1nc2sc(C(c3cccc(F)c3)N3CCN(C(=O)c4ccco4)CC3)c(O)n2n1 (centres undefined)
  3.1, -1.9, 1.6, -5.7, 4.9, 1.2, 3.0, -0.4, 0.5, 0.0
#4 COCCNC(=O)Cc1cn(C)c2ccccc12
  4.2, 6.2, 3.0, 5.8, -6.3, 0.7, -1.1, -3.5, -0.8, -6.4
#5 c1ccc(CCc2nc(-c3ccccn3)no2)cc1
  0.4, -2.7, -1.3, -1.2, 4.9, -0.1, 7.4, -0.7, 0.4, -1.1
#6 O=C(NN=C1CCC(=NNC(=O)c2ccccn2)CC1)c1ccccn1
  -0.4, -5.3, -2.5, 8.9, 3.4, 3.7, -3.6, -1.9, -2.1, -7.3
#7 CCOC(=O)N1CCN(C(=O)c2ccc(CS(=O)Cc3ccccc3Cl)o2)CC1 (centres undefined)
  -5.7, 13.1, -1.7, 3.8, -0.5, -8.5, -14.4, 1.9, -1.9, -14.9
#8 CCOC(=O)c1cc(-c2ccc3c(c2)OCCO3)n[nH]1
  4.7, -0.6, -2.2, -13.8, 2.0, -2.3, -4.2, -4.0, -0.4, -0.8
#9 COC(=O)/C(=C\c1cccnc1)NC(=O)c1ccc(OCc2ccccc2)cc1
  -2.0, 8.0, -0.1, -5.4, -1.0, 0.7, -0.1, -1.3, -0.9, 13.3
#10 COc1ccc(-c2noc(CCC(=O)NCc3cccnc3)n2)cc1OC
  5.3, -3.1, -1.3, -2.4, 7.2, -3.5, 0.6, -2.5, 1.6, -15.2
#11 COc1ccccc1C(c1nnnn1Cc1ccccc1)N1CCN(C2CCCC2)CC1 (centres undefined)
  -8.2, 0.7, -1.4, 5.6, -2.4, 2.9, -1.7, -1.1, 0.3, 4.4
#12 Cc1ccc(NC(=O)c2cc3ccccc3o2)nc1
  0.2, -2.1, 4.8, -7.2, -8.2, -4.7, 5.6, -0.4, 0.5, -3.3
#13 CN(CCc1ccccc1)C(=O)c1ccc(NC(=O)Cc2ccc(NC(=O)C3CCCN(C(=O)C4CC4)C3)cc2)cc1 (centres undefined)
  -2.2, -0.9, -0.8, -11.6, 2.8, -3.8, -7.5, 6.6, -0.4, 6.1
#14 CC1CC1C(=O)OCC(=O)N(C)CC(=O)Nc1ccc(F)cc1 (centres undefined)
  -5.3, 15.2, -2.8, 0.6, -3.1, 2.3, -1.2, 2.4, 0.6, -5.7
#15 CCCN1CCN(CCCNC(=O)c2ccc3nc(N4CCC(C)CC4)sc3c2)CC1
  -2.3, 0.6, -0.4, -6.4, 4.8, 5.0, -0.3, -1.5, 1.6, -0.4
#16 CS(=O)(=O)Nc1ccc(-c2cncc3nccn23)cc1
  -1.3, -1.3, 4.2, ·, -5.3, 6.0, 1.6, -3.8, -1.5, -1.8
#17 CCOC(=O)C1CCCN(C(=O)c2ccc3nc(-c4cccc(OC)c4)oc3c2)C1 (centres undefined)
  0.8, -1.7, -2.6, -12.4, 3.4, 9.4, -2.9, 0.5, -8.6, 0.0
#18 S=C1NC(c2ccccc2)=CC(c2ccccc2)N1 (centres undefined)
  3.6, 0.0, 4.8, ·, -0.6, -7.0, -9.4, 4.5, 1.1, -18.4
#19 Cc1c(C(=O)C(=O)N2c3ccccc3CC2C)c2ccccc2n1C (centres undefined)
  -5.6, 1.5, -2.6, -6.8, 11.0, -22.6, -1.2, 1.3, -1.4, -5.3
#20 O=S1(=O)N[C@H](Cc2ccccc2)COc2cc(N3CCC[C@@H]3CO)ccc21
  5.1, 4.8, 4.7, ·, -8.7, -7.3, 3.0, 1.2, -1.1, 3.4
#21 CN(c1cccc(NC(=O)c2ccc(CN3CCc4ccccc4C3)cc2)c1)S(C)(=O)=O
  -3.4, 0.9, -2.8, -2.2, 14.0, -9.0, 1.5, 1.4, -1.2, -2.5
#22 Cc1c(C(=O)O)sc2nc3n(c(=O)c12)CCC(C)CC3 (centres undefined)
  -7.6, 5.7, -1.1, -6.3, 6.3, -4.8, 1.8, 0.8, 0.5, -6.0
#23 COC(=O)c1sc2cc([N+](=O)[O-])cc(SCC(C)C)c2c1N
  1.1, -4.4, 1.6, 1.8, 1.9, 1.6, 4.5, -0.7, -0.6, -1.4
#24 Cc1nn(C)c(N)c1-c1ccccc1
  6.9, 4.1, -1.5, 6.9, -4.5, 3.1, 6.8, -0.8, 0.3, 3.0
#25 COc1ccc(N/C(N)=N/c2nc(C)cc(C)n2)cc1
  4.5, 5.1, -1.8, 0.2, 3.9, -2.9, -1.5, -0.8, 0.5, 4.8
#26 CCC(Sc1nc2c(cnn2-c2ccc(Cl)cc2)c(=O)[nH]1)C(=O)OC (centres undefined)
  3.6, 3.8, 4.6, -1.4, -5.1, 0.6, -13.4, -1.6, -1.0, -7.3
#27 COc1ccc(S(=O)(=O)N2CCCCCC2)cc1C(=O)OCC(=O)NCC(C)C
  -1.0, -0.7, -2.2, 6.1, 9.0, 2.7, 3.4, -4.2, 1.4, 7.3
#28 COc1ccc(-c2coc3cc(O)ccc3c2=O)cc1
  5.8, -0.2, -1.4, 3.2, 0.4, 0.1, 3.4, -0.6, -0.7, 5.3
#29 O=S(=O)(c1ccc(Cl)c(C(F)(F)F)c1)N1CCN(c2ccccn2)CC1
  -3.4, 0.5, -2.7, -4.8, 6.0, 2.1, -2.2, -3.3, -0.8, 4.9
#30 COc1cc(/C=C(\C#N)C(=O)c2c(C)[nH]c3ccccc23)cc(OC)c1OC
  2.1, -3.3, -3.2, -1.0, 6.1, -6.7, 2.6, 0.5, -0.1, -4.9
#31 Cc1cc(C)cc(NC(=O)CCn2c(=S)[nH]c3ccccc3c2=O)c1
  0.8, 2.0, 2.7, -0.6, 3.2, 2.9, -7.4, -2.8, -0.5, 0.8
#32 COc1ccc(-c2nc(C#N)c(NCc3ccc(C)cc3)o2)cc1OC
  8.6, 1.9, 4.6, -15.8, -5.7, -1.9, 2.3, 2.6, -0.5, -0.8
#33 Cc1nc2ccccc2cc1C(=O)N(C)Cc1ccccc1
  3.7, 0.1, -0.7, 1.3, -2.3, -2.3, 0.4, 1.0, -1.9, 5.2
#34 C=CCc1cccc2cc(C(=O)N3CCN(c4ccccn4)CC3)c(=O)oc12
  -1.9, -1.2, -4.2, 2.0, 1.9, -3.6, 1.6, 1.3, -0.7, -9.2
#35 COC(=O)c1cc2nc(-c3ccccc3)cc(C(F)(F)F)n2n1
  -2.6, 0.3, -0.7, -10.3, -1.2, 6.4, -4.6, -2.5, 1.9, 9.0
#36 c1cnc(NC2CCCCCC2)nc1
  6.8, -1.2, 0.4, 1.6, 2.2, 0.6, -5.2, -2.9, 0.8, 0.1
#37 O=C(COC(=O)CCCN1C(=O)c2cccc3cccc(c23)C1=O)Nc1cccc(Br)c1
  2.4, 8.7, 3.4, -8.2, 3.1, -1.1, 9.7, -1.6, 0.2, -11.7
#38 O=C(Nc1cc(Cl)cc(Cl)c1)C1CCCC1
  -0.8, 5.1, -3.0, -23.9, -3.8, -20.5, -7.8, 2.1, 1.5, -17.4
#39 CC1=Nc2ccccc2N=C(NC(=O)/C=C/C(=O)O)C1c1ccccc1 (centres undefined)
  -6.9, -4.2, 0.2, 1.1, -0.2, 0.0, 11.8, 0.0, -3.0, 5.0
#40 CCS(=O)(=O)Nc1ccc(C2=NN(S(=O)(=O)c3ccc(F)cc3)C(c3ccco3)C2)cc1 (centres undefined)
  -6.2, -0.8, 9.3, -13.1, -2.9, -4.6, 2.8, 2.3, -0.8, -0.2
#41 O=C(CS(=O)(=O)c1ccc(Cl)cc1)NCCS(=O)(=O)c1ccc(Cl)cc1
  -0.4, 2.0, 5.7, 3.3, -5.3, -7.9, -10.1, 0.8, -0.5, -2.2
#42 CN1c2ccccc2-c2nc3ccccc3n2C1c1ccco1 (centres undefined)
  0.3, 10.0, 6.1, -20.5, -9.7, -16.2, -1.2, -0.1, 3.1, -5.8
#43 CC(=O)CCS(=O)(=O)c1ccc(Oc2ccc(S(=O)(=O)CCC(C)=O)cc2)cc1
  -3.4, 0.5, -2.2, -0.5, 9.8, 1.5, 3.5, -0.8, -0.2, 2.3

Record cards (already shown). Screens in order: DDE Tn7 FP inh | UHRF1 binding | PRMT1 inh | HTRA1 inhibitor | TCR CD3 inh | mABHD4 FP | SIAE primary | LEDGF integ inh | PG9 binder | TDP2 inh
`CC1=Nc2ccccc2N=C(NC(=O)/C=C/C(=O)O)C1c1ccccc1` (centres undefined) is listed as -6.9 | -4.2 | 0.2 | 1.1 | -0.2 | 0.0 | 11.8 | 0.0 | -3.0 | 5.0
`Cc1c(C(=O)C(=O)N2c3ccccc3CC2C)c2ccccc2n1C` (centres undefined) is listed as -5.6 | 1.5 | -2.6 | -6.8 | 11.0 | -22.6 | -1.2 | 1.3 | -1.4 | -5.3

Source: PubChem BioAssay
